Screening results as filed in PubChem BioAssay.
DAX1 inh-1: inhibitors of DAX1 repression of SF-1 activated StAR promoter. HEK293T StAR-luciferase reporter, SF-1/DAX-1 repression relief. inhibition, % at 6.8 µM. 1.1% of 370,000 active. AID 652010;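 active = inhibition above the mean over all tested compounds plus 3 SD, cut at about 3.6% in these data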;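 also: 0% = DAX-1 cells with DMSO and 100% = cells lacking DAX-1 with DMSO; higher inhibition means more luminescence from relief of DAX-1 repression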
HGIII-sPLA2 inh: Inhibits HGIII-sPLA2 liposome hydrolysis, primary screen; QFRET BODIPY PC-A2 liposome hydrolysis, fluorescence; inhibition, % at 12.2 µM; 0.56% of 370,000 active; AID 743126;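 active = inhibition above mean plus 3 SD of compounds lying within the high and low control bounds, cut at about 19% in these data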;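 also: 0% = median of test compound wells and 100% = no enzyme DMSO wells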
ADAM10 inh: inhibitors of human ADAM10; O14672; recombinant ADAM10, EDANS/DABCYL FRET peptide cleavage, 3 h; inhibition, % at 7 µM; 0.62% of 370,000 active; AID 720582;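 active = inhibition above a per-campaign cutoff equal to the mean of compounds falling between control-based bounds plus 3 SD, cut at about 20% in these data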;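 also: 0% = DMSO wells while the 100% control is not disclosed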
Target sequence (O14672 214-748 limits assumed): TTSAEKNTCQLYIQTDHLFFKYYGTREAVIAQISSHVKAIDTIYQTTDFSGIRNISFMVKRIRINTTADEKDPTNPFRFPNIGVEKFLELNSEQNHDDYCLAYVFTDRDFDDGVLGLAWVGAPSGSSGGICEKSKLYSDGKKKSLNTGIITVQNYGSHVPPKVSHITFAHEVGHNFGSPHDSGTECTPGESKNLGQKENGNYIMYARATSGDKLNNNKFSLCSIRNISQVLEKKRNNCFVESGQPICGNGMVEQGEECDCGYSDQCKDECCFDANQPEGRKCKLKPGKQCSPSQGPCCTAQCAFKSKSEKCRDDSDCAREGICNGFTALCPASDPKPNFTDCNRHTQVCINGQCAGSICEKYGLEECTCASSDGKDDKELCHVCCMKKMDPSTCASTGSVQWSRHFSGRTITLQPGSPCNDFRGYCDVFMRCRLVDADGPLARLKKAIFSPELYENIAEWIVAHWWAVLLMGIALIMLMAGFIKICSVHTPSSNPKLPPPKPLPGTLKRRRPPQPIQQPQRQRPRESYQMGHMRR
ssDAF-12 act: activates DAF-12 receptor from parasite S. stercoralis. HEK293 ssDAF-12/GRIP1 lit1-tk-luc reporter, luminescence; % of 3 µM dafachronic acid response. activation, % at 6.8 µM. 1% of 370,000 active. AID 652126;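 active = activation above the mean over all tested compounds plus 3 SD, cut at about 0.9% in these data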;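 also: 0% = DMSO-only wells and 100% = 3 µM delta7-dafachronic acid wells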
hcDAF-12 act: activators of H. contortus DAF-12 nuclear receptor; 1.4% of 370,000 active; HEK293 hcDAF-12 lit1-tk-luc reporter, luminescence; 0% DMSO, 100% Δ7-dafachronic acid; AID 652067; activation, % at 6.8 µM;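 active = activation above the mean of all tested compounds plus 3 SD, cut at about 5.5% in these data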;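 also: 100% = response to 3 µM Δ7-dafachronic acid high control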
PLC-beta3 inh: inhibitors of human phospholipase C beta3 | 0.18% of 370,000 active | inhibition, % at 12.2 µM | Purified PLC-beta3, fluorogenic substrate, fluorescence | Q01970; in the data active = inhibition above about 11%;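 also: 0% = median of compound wells on plate and 100% = full blocker control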
PLC-gamma1 inh: blocks human PLC-gamma1 enzyme activity | purified PLC-gamma1, fluorogenic substrate, fluorescence | inhibition, % at 12.2 µM | 0.84% of 370,000 active | AID 720700; in the data active = inhibition above about 9.5%
FXN GAA850 act: frataxin GAA850 promoter activation. activation, % at 6 µM. HEK293 lucGAA850 FXN promoter luciferase reporter, 24 h; percent of 10 µM SAHA response. 0.56% of 360,000 active. AID 540364;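 active = activation above the average of all compounds screened plus 3 SD, cutoff fixed separately per campaign, cut at about 7.5% in these data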;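 also: 0% = DMSO wells and 100% = 10 µM SAHA wells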
ADAM17 inh: inhibits human ADAM17; recombinant ADAM17, EDANS/DABCYL FRET peptide cleavage; P78536; inhibition, % at 6.95 µM; 0.83% of 370,000 active;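 active = inhibition above the mean of compounds lying between control limits plus 3 SD, set per campaign, cut at about 8.5% in these data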;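 also: 0% = DMSO-only wells as the low control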
DAX1 inh-2: inhibitors of human orphan nuclear receptor DAX1 (NR0B1). inhibition, % at 6.75 µM. 0.99% of 340,000 active. HEK293 Gal4-DAX1 luciferase reporter, luminescence. AID 504766;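 active = inhibition above the mean over all tested compounds plus 3 SD, cut at about 4.2% in these data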;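 also: 0% = DAX1-transfected cells with DMSO and 100% = empty-vector control cells with DMSO; inhibition shows as a rise in luminescence from relieved DAX1 repression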
Target sequence (P51843 207-470 limits assumed): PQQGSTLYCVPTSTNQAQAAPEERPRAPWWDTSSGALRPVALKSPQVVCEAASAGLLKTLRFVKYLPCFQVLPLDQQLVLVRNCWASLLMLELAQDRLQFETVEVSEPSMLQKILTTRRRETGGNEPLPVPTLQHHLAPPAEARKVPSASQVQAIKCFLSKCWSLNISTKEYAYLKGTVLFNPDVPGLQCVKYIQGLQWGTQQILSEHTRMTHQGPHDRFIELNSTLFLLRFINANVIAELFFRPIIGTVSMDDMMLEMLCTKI
hgDAF12 agonist: hgDAF-12 agonism, primary luciferase screen; activation, % at 6.8 µM; 1.8% of 370,000 active; HEK293 GAL4-hgDAF12 UAS-luciferase reporter, agonist luminescence; normalized to butyrate control;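 active = activation above a cutoff set at the mean of all screened compounds plus 3 SD, cut at about 10% in these data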;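 also: 0% = DMSO wells and 100% = sodium butyrate wells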
* marks the source's active call; other numbers are inactive results; i = inactive; . = no result given. Not a hit list; about 6.9% have a hit in one of these screens.

SMILES	DAX1 inh-1	HGIII-sPLA2 inh	ADAM10 inh	ssDAF-12 act	hcDAF-12 act	PLC-beta3 inh	PLC-gamma1 inh	FXN GAA850 act	ADAM17 inh	DAX1 inh-2	hgDAF12 agonist
CCON1C(=O)CN(C(=O)OC)C1c1ccc(Cl)cc1Cl (stereo not given)	-0.7	5	1	-0.7	-2.0	-2	4	0.1	0	-0.5	-1.8
COC(=O)c1ccccc1NC(=O)c1ccccc1N(C)S(=O)(=O)c1ccccc1	0.1	-1	-4	-1.2	-0.9	3	2	3.1	3	-2.4	-1.7
CC1CCN(c2c(NCC3CCC(C(=O)N4CCCCC4)CC3)c(=O)c2=O)CC1 (stereo not given)	0.4	1	-10	-1.2	-1.7	3	1	0.7	-2	-0.5	1.2
COc1ccccc1CCNC(=O)CSc1nc(=O)[nH]c2c1CCC2	0.3	7	-9	-0.8	-0.4	-4	3	0.1	-3	-0.4	2.5
O=C(COC(=O)c1ccc(OC(F)(F)F)cc1)NCCN1C(=O)CSC1=O	1.6	-19	-7	-0.8	-0.5	-1	1	0.2	0	-0.8	0.7
O=C(NC(=S)NNC(=O)c1ccccc1O)c1ccc(F)cc1	-0.6	35*	9	0.0	-0.7	-10	-4	-1.2	1	-0.5	-1.9
CCc1ccc(-n2c(Cn3nc(C(F)(F)F)cc3C)n[nH]c2=S)cc1	1.2	8	8	-1.0	-1.3	0	-1	-0.2	-2	1.1	-1.2
O=C1N=C(N2CCOCC2)SC1=Cc1ccco1	0.2	-10	-5	-0.7	1.2	-47	-35	-1.2	-4	0.4	1.4
COc1ccc(Oc2ccccc2C#N)cc1	-0.3	-1	2	-1.2	1.1	-4	1	2.6	-1	0.6	0.3
NCCCC(=O)N1c2ccccc2Sc2ccc(Cl)cc21	0.1	8	-7	-1.7	0.0	-4	6	-1.3	2	1.0	-2.3
Cc1cc(C(=O)CSc2nnc(-c3cccc(F)c3)n2N)c(C)n1Cc1ccc2c(c1)OCO2	-3.4	0	8	-2.0	-3.5	-4	0	-1.8	2	-2.3	-7.0
CN(c1ccccc1)S(=O)(=O)c1ccc(C(=O)Nc2nnc(C3CC3)o2)cc1	0.0	6	-2	-1.0	7.2*	1	2	4.1	-3	1.2	0.8
O=C(N/N=C/c1ccc(OC(=O)c2ccccc2)cc1)c1cccnc1	-0.8	-3	-3	-0.6	-1.1	5	7	1.7	-2	-0.2	-1.4
O=C(CCl)N1c2ccccc2Oc2ccc3ccccc3c21	-3.7	-24	2	-0.7	1.3	-219	-155	4.7	0	1.6	0.7
Fc1ccc(N/N=C/c2cccnc2)c(F)c1	0.5	-6	-1	-2.2	-0.3	-8	-3	2.3	-2	0.7	2.2

Complete entries, looked up by structure. Order of values: DAX1 inh-1, HGIII-sPLA2 inh, ADAM10 inh, ssDAF-12 act, hcDAF-12 act, PLC-beta3 inh, PLC-gamma1 inh, FXN GAA850 act, ADAM17 inh, DAX1 inh-2, hgDAF12 agonist
`O=C(N/N=C/c1ccc(OC(=O)c2ccccc2)cc1)c1cccnc1` is listed with -0.8, -3, -3, -0.6, -1.1, 5, 7, 1.7, -2, -0.2, -1.4
`COc1ccc(Oc2ccccc2C#N)cc1` is listed with -0.3, -1, 2, -1.2, 1.1, -4, 1, 2.6, -1, 0.6, 0.3
`CCON1C(=O)CN(C(=O)OC)C1c1ccc(Cl)cc1Cl` (stereo not given) is listed with -0.7, 5, 1, -0.7, -2.0, -2, 4, 0.1, 0, -0.5, -1.8
`O=C(CCl)N1c2ccccc2Oc2ccc3ccccc3c21` is listed with -3.7, -24, 2, -0.7, 1.3, -219, -155, 4.7, 0, 1.6, 0.7
`O=C(NC(=S)NNC(=O)c1ccccc1O)c1ccc(F)cc1` is listed with -0.6, 35*, 9, 0.0, -0.7, -10, -4, -1.2, 1, -0.5, -1.9

Other results follow:
SMILES	DAX1 inh-1	HGIII-sPLA2 inh	ADAM10 inh	ssDAF-12 act	hcDAF-12 act	PLC-beta3 inh	PLC-gamma1 inh	FXN GAA850 act	ADAM17 inh	DAX1 inh-2	hgDAF12 agonist
O=C(O)CCNc1cc(N2CCN(C(=O)c3ccco3)CC2)c2noc3c2c1C(=O)c1ccccc1-3	-0.6	4	4	-1.1	-1.1	-9	-1	-2.1	1	-0.7	-3.4
CCC1=NC(c2ccccc2OC)N(O)C1(C)C (stereo not given)	-0.6	3	2	-0.8	-0.2	-2	-3	0.5	-5	0.2	3.7
COc1ccccc1NC(=O)CSc1c2c(nc3ccccc13)CCC2	0.1	11	-8	-1.2	-0.6	-1	0	-0.2	-1	1.0	0.5
COCc1cc(C)nc2sc(C(=O)N3CCCC3)c(N)c12	0.1	1	2	-1.3	-1.2	-131	-91	0.8	-5	-0.2	-3.2
COc1ccccc1NS(=O)(=O)c1ccc(C)c(C(=O)NC2CCN(Cc3ccccc3)CC2)c1	-6.7	-28	1	-1.5	-3.6	0	4	-1.9	1	-3.3	-7.7
COc1ccccc1CNC(=O)CNC(=O)c1cn(-c2ccccc2OC)c(=O)c2ccccc12	-1.5	11	-10	-1.8	0.2	0	4	-1.7	-8	0.4	-0.3
O=C(COC(=O)c1cc(S(=O)(=O)N2CCCC2)ccc1O)Nc1ccc(S(=O)(=O)N2CCOCC2)cc1	-0.2	-8	-10	-0.8	-1.8	-11	-3	-0.5	-8	-1.1	0.5
CCCn1nc(NC(=O)c2cccs2)c2cc3ccc(C)cc3nc21	-0.1	3	-39	-1.0	-1.9	-164	-117	-0.7	-17	-2.1	-0.1
Nc1ccc(-c2nc3cc(N)ccc3s2)cc1	4.8*	-4	-290	1.0*	6.5*	i	i	5.3	-97	0.1	21*
CC(=O)NNS(=O)(=O)c1ccc(-c2cc(C(F)(F)F)n(C)n2)s1	0.0	0	3	-0.8	-1.1	0	1	-1.1	-4	1.3	-0.4
COc1ccc(C(=O)NCc2nnc(SC)n2C2CCCCC2)cc1	0.1	-6	-6	-0.8	-0.3	2	0	1.2	-3	-1.0	-2.1
Cc1sc2ncnc(SCC(=O)Nc3ccc(S(=O)(=O)N4CCOCC4)cc3)c2c1C	0.2	-20	6	-1.4	1.1	-5	-7	1.3	0	-1.9	-3.6
COc1cccc(/C=C2\SC(=O)N(CC(=O)NCCCn3ccnc3)C2=O)c1	-0.3	-3	-15	-0.4	0.9	-52	-36	2.5	-9	-0.3	0.9
CCCCN1C(=O)C(CC(=O)NC2CCCCC2)CC(C(=O)N2CCCCCC2)=C1C (stereo not given)	0.3	11	-5	-0.6	-0.8	1	1	.	-5	.	-4.0
O=C(c1ccc2c(c1)OCO2)N1CCC2(CC1)Oc1ccc(Cl)cc1C(=O)C21CC(c2cccnc2)=NO1 (stereo not given)	-0.3	-11	-2	-1.7	-0.1	-3	4	-0.6	0	-0.3	-4.0
COc1ccc(NC(=O)C(C)NS(=O)(=O)c2ccc(NC(C)=O)cc2)cc1Cl (stereo not given)	-0.9	1	-7	-1.5	-0.8	-4	-2	2.7	-7	0.9	-0.2
CCN(C(=O)COC(=O)c1cc(-c2cccs2)nc2ccccc12)C1CCS(=O)(=O)C1 (stereo not given)	-1.8	-23	i	-1.4	-1.5	i	i	2.0	-385	-0.7	1.6
COC(=O)c1ccc(OC(=O)C23CCC(C)(C(=O)O2)C3(C)C)cc1 (stereo not given)	-0.3	1	5	-1.6	-0.4	-5	1	0.6	-4	1.1	1.9
COc1ccc(-c2nn(-c3ccccc3)cc2/C=N/NC(=S)NC(C)C)cc1OC	-1.2	0	-1	-1.8	-2.7	-24	-20	0.8	2	-1.8	-1.4
CC(=O)NCCC(=O)Nc1cc(S(=O)(=O)N2CCOCC2)ccc1Oc1ccc(F)cc1	0.2	-1	-2	-1.3	0.8	-10	-3	-0.5	0	-0.7	2.3
COc1ccc(/C=C2\SC(=S)N(CC(=O)NNC(=O)c3ccncc3)C2=O)cc1	0.0	5	-4	-1.2	0.2	-1	3	0.9	0	.	0.3
COc1cccc(N(C(=O)C2COc3ccccc3O2)C(C(=O)NC2CCCCC2)c2ccc(O)cc2)c1 (stereo not given)	-0.3	-20	0	-1.2	-2.2	3	4	.	-1	.	0.5
COc1ccccc1NC(=O)C1CCCN(S(=O)(=O)c2c(C)noc2C)C1 (stereo not given)	-0.1	-5	-1	-0.8	-1.7	-7	1	-1.6	1	-0.1	-1.2
O=C(NC(=Nc1nc2ccccc2o1)NC(=O)c1ccccc1)c1ccccc1	0.2	-3	-5	-1.0	1.0	1	2	1.1	-1	1.9	2.8
CCN1CCc2c(sc(NC(=O)Cc3ccccc3)c2C(N)=O)C1	0.6	10	-31	-1.7	1.1	-8	-6	0.3	-12	0.2	-0.1
COc1cc(CNc2ccc(NC(C)=O)cc2)ccc1OCc1ccccc1C	1.7	4	-1	-0.9	0.9	4	1	3.0	0	-0.5	-0.6
CCn1c(=O)n(CC(=O)NCc2ccccc2OC)c(=O)c2ccccc21	-0.2	3	6	-0.6	-1.9	6	6	-1.4	0	0.0	1.2
Cc1ccnc(SCC(=O)N2CCc3ccccc3C2)n1	1.4	1	-1	-0.4	-0.7	0	4	1.4	3	-0.1	-1.4
O=C(Nc1nnc([C@H]2C[C@H](O)[C@@H](CO)O2)s1)Nc1cccc(Cl)c1Cl	1.3	-7	2	-0.7	0.9	3	0	0.5	-3	.	1.4
CCc1ccc2nc(NC(=O)CSCc3c(C)noc3C)sc2c1	0.0	-16	14	-0.2	0.1	1	3	4.8	2	1.1	4.0
CN1CCN(NC(=O)c2cc(-c3ccc(Br)s3)nc3ccccc23)CC1	0.4	-12	-341	-0.9	-0.2	-157	-117	0.9	-104	1.9	1.5
CC(C)N(C(=O)[C@H]1C[C@H](CC(=O)NCC23CC4CC(CC(C4)C2)C3)C(=O)N2CCc3c([nH]c4ccc(Cl)cc34)[C@]12C)C(C)C	0.4	-5	-4	-0.8	0.2	-2	-2	-5.9	2	1.5	-1.6
C/C(=N\Nc1ccc([N+](=O)[O-])cc1)c1ccco1	0.8	-5	9	-0.3	3.3	-66	-59	6.5	4	4.8*	15*
O=C(Nc1cccn(Cc2cccc(F)c2)c1=O)NC1CCCCC1	-0.3	-1	-28	-1.8	-0.1	-3	-1	-0.7	-4	0.2	-2.1
COc1ccccc1N(Cc1cc(=O)[nH]c2ccccc12)C(=O)c1cccc([N+](=O)[O-])c1	0.5	1	-3	-0.7	0.4	-5	-1	-3.0	-2	-1.1	0.0
Cc1cccc(-c2ccc3[nH]c4c(c3c2)CCN2C[C@@H]([C@H](C)O)[C@@H](N(C)C(=O)NC3CCCCC3)C[C@@H]42)c1	1.1	-15	-186	-0.9	0.6	-280	-193	0.7	-51	-0.9	1.1
CC(=O)NNc1cc(=O)c2c(=O)n(C)c(=O)n(C)c2[nH]1	0.6	9	-5	-0.5	-1.0	1	2	-1.2	-2	1.1	-2.9
O=C(C(=O)N1CCCc2ccccc21)N1CCCc2ccccc21	0.5	6	-4	-1.2	-2.3	-1	1	0.0	-2	-0.8	-3.7
